ADAM10 inh: human ADAM10 inhibitors, primary screen, biochemical, QFRET, HTS. Disintegrin and metalloproteinase domain-containing protein 10 (Homo sapiens), O14672. recombinant ADAM10, EDANS/DABCYL FRET peptide cleavage, 3 h. inhibition, % at 7 µM. 370,000 compounds, 0.62% hits;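 active = inhibition above a per-campaign cutoff equal to the mean of compounds falling between control-based bounds plus 3 SD, cut at about 20% in these data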;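 note: 0% = DMSO wells while the 100% control is not disclosed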
TDP2 absorb: human TDP2 enzyme inhibitors, primary screen, biochemical, epi absorbance, recombinant enzyme; 370,000 compounds, 0.34% hits; inhibition, % at 12.8 µM; Tyrosyl-DNA phosphodiesterase 2 (Homo sapiens), O95551; T5PNP hydrolysis, p-nitrophenol absorbance 415 nm; AID 720702, 2013;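 active = inhibition above the mean of all tested compounds plus 3 SD, set per campaign, cut at about 25% in these data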;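 note: 0% = DMSO with enzyme and 100% = buffer with substrate but no TDP2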
Target sequence (O95551 whole entry, looked up): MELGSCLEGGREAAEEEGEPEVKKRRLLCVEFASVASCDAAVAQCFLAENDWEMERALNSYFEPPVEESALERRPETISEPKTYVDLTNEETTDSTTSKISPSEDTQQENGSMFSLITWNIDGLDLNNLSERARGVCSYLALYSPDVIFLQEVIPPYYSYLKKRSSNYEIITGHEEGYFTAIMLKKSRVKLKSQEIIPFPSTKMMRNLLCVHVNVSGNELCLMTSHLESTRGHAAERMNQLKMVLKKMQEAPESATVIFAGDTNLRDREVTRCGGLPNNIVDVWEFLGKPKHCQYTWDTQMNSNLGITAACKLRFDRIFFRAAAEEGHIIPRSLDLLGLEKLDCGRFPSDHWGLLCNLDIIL
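System: recombinant human TDP2 / Amount: 120 nM TDP2 per well / Also added: 5 mM T5PNP chromogenic substrate / Doses: 12.8 µM single point, 1% DMSO / Incubation: 2 h at 37 °C / Detection: p-Nitrophenol epi absorbance / Evaluation: % inhibition relative to enzyme-containing and enzyme-free wells / Repeats: singlicate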
KLK7 zymogen act: proKLK7 zymogen activators, primary screen, biochemical, fluorescence intensity | 370,000 compounds, 0.9% hits | AID 652039, 2013 | purified proKLK7, EDANS-DABCYL substrate fluorescence; 100% is mature enzyme control, 0% vehicle | activation, % at 7 µM;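 active = activation above the mean of all tested compounds plus 3 SD, computed per campaign excluding outliers beyond control limits, cut at about 13% in these data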
Target sequence (P49862 whole entry, looked up): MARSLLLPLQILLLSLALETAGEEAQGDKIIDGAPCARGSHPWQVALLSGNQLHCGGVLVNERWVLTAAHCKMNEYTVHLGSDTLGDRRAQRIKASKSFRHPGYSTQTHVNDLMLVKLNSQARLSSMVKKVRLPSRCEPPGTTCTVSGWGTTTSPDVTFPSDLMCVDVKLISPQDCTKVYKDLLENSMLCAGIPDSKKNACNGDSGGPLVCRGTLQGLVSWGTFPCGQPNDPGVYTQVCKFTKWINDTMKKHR
ASAP1 inh: inhibitors of human ASAP1 ArfGAP activity, primary screen, biochemical, fluorescence polarization; Arf-GAP with SH3 domain, ANK repeat and PH domain-containing protein 1 (Homo sapiens), …; ASAP1-stimulated ARF1 GTP hydrolysis, GDP FP detection; inhibition, % at 16.5 µM; 360,000 compounds, 0.19% hits; AID 624377, 2012; in the data active = inhibition above about 25%;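 note: 0% = vehicle with enzyme and substrate and 100% = no enzyme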
Target sequence (Q9ULH1 325-724 limits assumed): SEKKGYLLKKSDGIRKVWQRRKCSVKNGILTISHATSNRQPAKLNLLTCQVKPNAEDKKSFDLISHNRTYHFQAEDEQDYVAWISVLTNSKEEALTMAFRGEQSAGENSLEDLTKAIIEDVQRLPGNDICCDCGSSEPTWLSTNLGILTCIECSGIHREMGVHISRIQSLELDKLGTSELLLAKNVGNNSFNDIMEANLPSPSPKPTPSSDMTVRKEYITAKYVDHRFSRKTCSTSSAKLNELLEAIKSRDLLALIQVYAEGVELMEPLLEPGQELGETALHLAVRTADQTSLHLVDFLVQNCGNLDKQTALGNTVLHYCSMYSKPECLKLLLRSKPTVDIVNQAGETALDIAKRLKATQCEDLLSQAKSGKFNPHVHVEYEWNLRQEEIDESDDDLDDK
DDE Tn6 FP inh: inhibitors of Tn6 peptide binding to fibrin DD(E), primary screen, biochemical, fluorescence polarization, human fibrin, Tn6 probe | Fibrin DD(E) TRITC-Tn6 fluorescence polarization displacement | inhibition, % at 8.3 µM | 370,000 compounds, 0.21% hits;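 active = inhibition above a per-campaign cutoff: mean of compounds within control limits plus 3 SD, cut at about 15% in these data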;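 note: 0% = median of all compound wells on the plate and 100% = blocking peptide control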
ADAM17 inh: ADAM17 inhibitors, primary screen, biochemical, QFRET. Disintegrin and metalloproteinase domain-containing protein 17 (Homo sapiens), P78536. inhibition, % at 6.95 µM. recombinant ADAM17, EDANS/DABCYL FRET peptide cleavage. AID 720648, 2013. 370,000 compounds, 0.83% hits;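 active = inhibition above the mean of compounds lying between control limits plus 3 SD, set per campaign, cut at about 8.5% in these data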;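 note: 0% = DMSO-only wells as the low control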
Tn7 DDE FP: inhibitors of Tn7 peptide binding to fibrin DD(E), primary screen, biochemical, fluorescence polarization, human fibrin, Tn7 probe. 370,000 compounds, 0.13% hits. Fibrinogen beta chain (Homo sapiens), P02675. FP displacement of FITC-Tn7 peptide from fibrin DD(E); 0% = median of compound wells per plate. inhibition, % at 8.3 µM;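 active = inhibition above the mean of compounds falling within the control limits plus 3 SD of them, cut at about 14% in these data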;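 note: 0% = plate median of compound wells and 100% = 10 µM Aha-Tn7 peptide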
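Assay system: human fibrin DD(E) protein / Input: 2 µM fibrin DD(E) / Benchmarks: high control of 10 µM Aha-Tn7 peptide / Measured by: fluorescence polarization of the labelled Tn7 tracer / Medium: Tris buffer with calcium and detergent, pH 7.8 / Timing: 10 min compound pre-incubation, 3 h probe incubation at room temperature / Repeats: one replicate per compound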
ARFGAP1 inh: inhibitors of rat ARFGAP1 GAP activity, primary screen, biochemical, fluorescence polarization, GDP tracer; ADP-ribosylation factor GTPase-activating protein 1 (Rattus norvegicus), Q62848; Arfgap1-stimulated ARF1 GTP hydrolysis, GDP FP detection; inhibition, % at 16.5 µM; 360,000 compounds, 0.26% hits; AID 651572, 2012;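 active = inhibition above a per-plate limit, mean inhibition of low control wells plus 3 SD, cut at about 25% in these data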;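 note: 0% = DMSO wells with enzyme and 100% = wells lacking Arfgap1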
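Repeats: one replicate per compound; assay system: rat Arfgap1 catalytic domain, aa 1-136; times: enzyme reaction 120 min at 25 °C after 20 min preincubation; detection: FP of antibody-bound GDP Alexa 633 tracer, ex 620/em 688 nm; benchmarks: high control wells lacking Arfgap1, low control full reaction with DMSO; reagent: human ARF1(Δ1-17)-GTP substrate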
LEDGF integ inh: blockers of LEDGF/p75-dependent integrase strand transfer – biochemical, TR-FRET, high throughput, primary screen | HIV-1 integrase (with human LEDGF/p75) | TR-FRET IN-LEDGF/p75 DNA integration, Eu/Cy5 | inhibition, % at 3.7 µM | 370,000 compounds, 0.64% hits | AID 743269, 2014;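 active = inhibition above the screen-wide mean plus 3 SD, cut at about 13% in these data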;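 note: signal is the Cy5 over europium emission ratio at 671 and 618 nm; 0% = plate median of compound wells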
PLC-gamma1 inh: PLC-gamma1 enzyme inhibitors, primary screen, biochemical, fluorescence, purified enzyme; 1-phosphatidylinositol 4,5-bisphosphate phosphodiesterase gamma-1 (Homo sapiens), P19174; fluorogenic substrate; inhibition, % at 12.2 µM; 370,000 compounds, 0.84% hits; AID 720700, 2013; in the data active = inhibition above about 9.5%
* hit, by the source's call; i = inactive; . = no result given. This is a random part of the collection, and some 4.2% of all compounds hit somewhere here.

SMILES | ADAM10 inh | TDP2 absorb | KLK7 zymogen act | ASAP1 inh | DDE Tn6 FP inh | ADAM17 inh | Tn7 DDE FP | ARFGAP1 inh | LEDGF integ inh | PLC-gamma1 inh
CC(=O)C(=Cc1ccc(O)cc1)C(C)=O | 8 | 6 | 0.8 | 1 | -5 | -1 | -3 | 6 | -4 | -2
Cc1ccc(NC(=O)COc2ccccc2C#N)cc1S(=O)(=O)N1CCCCCC1 | 11 | -1 | -0.6 | 11 | -7 | 4 | 3 | -3 | 5 | -1
COc1ccc(OCCC(=O)OCC(=O)NC2CCCCCCC2)cc1 | -5 | -8 | -0.1 | -1 | -8 | -3 | -1 | 8 | 2 | 1
COC(=O)c1cc(C(=O)NCCCN2CCOCC2)cc([N+](=O)[O-])c1 | 12 | 1 | 0.5 | 5 | 1 | -2 | 0 | 2 | 4 | -1
S=C(SSC(=S)N1CCOCC1)N1CCOCC1 | -6 | -13 | -0.2 | -10 | -4 | 0 | -8 | -11 | 3 | 1
CC(=O)c1ccc(NC(=S)NC(=O)Cc2ccc(Cl)cc2)cc1 | -1 | 4 | -0.1 | -8 | 10 | 2 | -5 | 9 | 15* | 0
Cc1cccc(SCc2noc(C(=O)NCC3CCCO3)c2C(=O)O)c1 (centres undefined) | 1 | 5 | 0.1 | 8 | 3 | 1 | 7 | 4 | -3 | -3
O=C(NN=C(Cc1ccccc1)Cc1ccccc1)c1ccccc1O | -18 | 6 | -0.1 | -4 | -3 | -4 | -5 | -2 | -2 | -14
O=C(O)c1ccccc1C(=O)O | -1 | 6 | 0.0 | -2 | 2 | -1 | -4 | -4 | 4 | 3
COc1cc(NC(=O)CN2CCN(C(=O)C3CCCO3)CC2)c(OC)cc1Cl (centres undefined) | -5 | 12 | 0.2 | 14 | -6 | 0 | -2 | 14 | 4 | -2
COC(=O)c1c(C)nsc1NC(=O)Oc1ccccc1 | 3 | 11 | 0.0 | 1 | 6 | -3 | -3 | -5 | -3 | 3
N#CCCSc1nc(N2CCOCC2)c2c(c1C#N)CCCC2 | 5 | 12 | 0.2 | 7 | 2 | -3 | -4 | -4 | 0 | -18
Cn1cc([N+](=O)[O-])c(C(=O)N2CCCCCC2)n1 | 1 | -16 | -0.6 | 10 | -4 | 0 | 1 | 10 | 1 | 2
c1ccc(Sc2cnc3ccccc3n2)cc1 | 2 | -2 | 0.3 | -5 | 8 | -1 | 4 | 8 | 1 | 0
COc1ccccc1CNC(=O)[C@@H]1CCCN1C(=O)[C@@H]1Cc2ccccc2CN1C(=O)OC(C)(C)C | 0 | -8 | -0.1 | -11 | 0 | 2 | 2 | 19 | -7 | 4
OCC1(CC2CCCCO2)CCN(Cc2cccc(O)c2)CC1 (centres undefined) | -20 | -12 | 0.3 | 16 | -4 | -3 | -4 | 16 | -1 | 1
CC1CC(=O)N(CC(=O)Nc2cccc(Cl)c2)c2ccccc2S1(=O)=O (centres undefined) | -3 | -3 | -0.1 | -1 | 3 | 0 | -9 | 12 | -2 | 4
CCOC(=O)/C=C1\SCC(=O)N1CC(=O)Nc1ccc(OC)c(OC)c1 | 6 | 6 | -0.6 | 3 | 2 | -3 | 6 | -2 | -2 | -1
CCc1ccc(C(=O)NC(C(=O)NCC2CCCO2)C(C)C)cc1 (centres undefined) | -2 | -3 | -0.3 | -1 | -1 | -2 | 6 | 4 | 3 | -12
Cc1noc(C)c1CN1C(=O)NC(Cc2ccccc2)(Cc2ccccc2)C1=O | -3 | 6 | -0.2 | -7 | -7 | -4 | -2 | -12 | -2 | 1

Part of the list above in another layout.
ADAM10 inh | TDP2 absorb | KLK7 zymogen act | ASAP1 inh | DDE Tn6 FP inh | ADAM17 inh | Tn7 DDE FP | ARFGAP1 inh | LEDGF integ inh | PLC-gamma1 inh | mol
12 | 1 | 0.5 | 5 | 1 | -2 | 0 | 2 | 4 | -1 | COC(=O)c1cc(C(=O)NCCCN2CCOCC2)cc([N+](=O)[O-])c1
-6 | -13 | -0.2 | -10 | -4 | 0 | -8 | -11 | 3 | 1 | S=C(SSC(=S)N1CCOCC1)N1CCOCC1

More records follow:
SMILES | ADAM10 inh | TDP2 absorb | KLK7 zymogen act | ASAP1 inh | DDE Tn6 FP inh | ADAM17 inh | Tn7 DDE FP | ARFGAP1 inh | LEDGF integ inh | PLC-gamma1 inh
CCOCCCNC(=O)c1cn(CC)c2ccc(S(=O)(=O)N3CCOCC3)cc2c1=O | -4 | 12 | 0.0 | -6 | 1 | -5 | -6 | -3 | -1 | 5
CCC(C)(C)C1CCc2[nH]nc(C(=O)NC(C)C)c2C1 (centres undefined) | 15 | 7 | 0.0 | 5 | 6 | 0 | -3 | 2 | 4 | 1
O=C(NNC(=O)c1cc(OCC(F)(F)F)ccc1OCC(F)(F)F)c1cccc(C(F)(F)F)c1 | 16 | -11 | 0.3 | -1 | 0 | 4 | 8 | 0 | -3 | -8
COc1ccc(-c2cc(C(=O)NCC3CCCO3)c3cc(C)ccc3n2)cc1 (centres undefined) | i | -10 | 25* | -2 | 7 | -227 | -2 | -6 | -2 | i
CC(=O)N1CCN(Cc2nc3cc(NC(=O)c4ccccc4Cl)ccc3n2C)CC1 | -10 | -6 | -0.1 | 4 | -3 | -8 | 1 | -9 | -1 | 5
N#Cc1nc(Cc2ccccc2)oc1N1CCC(C(N)=O)CC1 | -3 | -8 | 0.5 | -13 | -1 | -6 | 2 | -6 | 1 | 1
Cc1ccc(S(=O)(=O)N2CCN(c3ccc([N+](=O)[O-])c(NCCN4CCOCC4)c3)CC2)cc1 | -5 | -5 | 0.3 | 2 | 1 | -3 | 1 | 14 | -3 | 0
Nc1[nH]c(/C=C2/CCCCC2n2[nH]c(=O)n(-c3ccccc3)c2=O)c(Cc2ccccc2)[n+]1Cc1ccccc1 (centres undefined) | -6 | 4 | -0.1 | . | 3 | -3 | 5 | . | 4 | -4
Cc1ccc(S(=O)(=O)N2CCC(=O)N([C@H](COCc3ccc(Cl)c(Cl)c3)Cc3ccccc3)CC2)cc1 | 0 | 7 | 0.2 | 8 | -2 | -3 | 4 | -5 | -4 | 1
CCN(CC(=O)Nc1cc(C)on1)CC(=O)Nc1ccccc1C(F)(F)F | -6 | -1 | 0.4 | 1 | 4 | -4 | 10 | 1 | -1 | -3
O=C(O)CC(NCc1ccco1)C(=O)Nc1cccc(O)c1 (centres undefined) | -3 | 2 | 0.4 | -1 | -1 | -3 | 2 | -14 | 2 | -4
COC(=O)c1ccc(N2C(c3cc(OC)cc(OC)c3)=Cc3ccc(-c4cccnc4)cc3C2CC(=O)C2CC2)cc1 (centres undefined) | i | -2 | 62* | 2 | 6 | -234 | 2 | -4 | 3 | i
N#Cc1ccc(CN2CCN(C(=O)c3cc(C4CC4)nn3-c3ccccc3)CC2)cc1 | -3 | -1 | -0.5 | -4 | -1 | -5 | 0 | 9 | -1 | 1
CCOC(=O)N/N=C/c1c(F)cccc1F | -5 | 2 | -0.8 | -4 | 2 | -1 | 2 | 11 | 1 | -1
O=C(COC(=O)c1ccc2ncsc2c1)Nc1cc(Cl)ccc1F | 7 | -19 | 0.8 | 8 | -3 | -2 | 0 | 21 | 3 | 0
Cc1ccc(Cn2nnc3c(=O)[nH]c(C4CCCN(C(=O)Nc5ccc(F)cc5)C4)nc32)cc1 (centres undefined) | 8 | 2 | 0.4 | -12 | 2 | -2 | -3 | 3 | 1 | 4
Cc1ccccc1S(=O)(=O)N1C[C@H]2CON(C)[C@H]2C[C@H]1c1cccc(N2CCOCC2)c1 | -4 | 5 | 0.2 | -5 | 3 | -3 | -6 | -4 | 1 | -1
O=C1NC2(CCCCC2)C(=O)N1CCN1C(=O)c2ccccc2C1=O | -5 | -1 | 0.9 | 12 | -3 | -4 | -6 | 5 | 6 | 5
Cc1nc(CCNC(=O)CC2C(=O)NCCN2Cc2ccc(F)cc2)sc1C (centres undefined) | -11 | -1 | 0.9 | 3 | 5 | -6 | -4 | -2 | 7 | -8
Cc1ccc(C(=O)Nc2cc3ccccc3oc2=O)cc1 | 11 | 0 | -0.1 | 17 | 1 | -1 | 0 | 4 | 3 | -1
COc1ccc(NC(C)C(=O)Nc2cccc(S(=O)(=O)N3CCOCC3)c2)cc1OC (centres undefined) | -8 | 5 | 4.1 | 9 | 7 | -1 | 0 | 0 | 1 | 1
c1ccc(CNc2ccc3c(c2)ncn3C2CCCCC2)nc1 | -6 | 16 | 0.9 | 5 | 2 | -5 | -1 | -5 | 1 | -14
COc1cc(-c2nc(CN(C)Cc3nnc(C)o3)c(C)o2)ccc1F | 5 | 15 | 0.8 | 3 | 1 | 0 | -2 | 2 | 4 | 0
O=c1cc(O)n(-c2ccccc2F)c(=S)[nH]1 | 5 | -7 | -0.7 | 1 | 4 | 0 | -6 | 3 | 1 | -1
COc1ccc(NC(=S)NNC(=O)COc2ccc(Cl)cc2Cl)cc1 | 15 | -4 | 0.0 | 11 | 1 | 4 | -6 | 10 | 0 | 1
Cn1c(=O)c2[nH]c(SCCN)nc2n(C)c1=S | -14 | 3 | -0.7 | 1 | 4 | -2 | -5 | 14 | -5 | 1
COc1ccc2c(c1)CC1c3c(cc4c(c3-2)OCO4)CC[N+]1(C)[O-] (centres undefined) | -21 | 4 | -0.5 | 10 | 8 | -5 | -7 | -4 | -2 | -30
CCCn1cc(S(=O)(=O)c2ccc(OC)cc2)c(=O)c2cc(OC)ccc21 | -37 | 1 | 0.4 | 6 | -1 | -11 | 4 | -13 | 2 | 1

Compound activity deposited in PubChem BioAssay by The Scripps Research Institute Molecular Screening Center.
